# Bioassay records: PubChem BioAssay, National Center for Advancing Translational Sciences (NCATS)
# RXFP1 agonist – agonists of human relaxin receptor RXFP1. Q9HBX9. HEK293T-RXFP1 cAMP TR-FRET, 30 min; response scale: percent of porcine relaxin response, buffer zero. Potency, µM (top dose mostly 57.5 µM), inactives show at the top dose activation, actives largely listed as activators. AID 2676. 0.3% of 370,000 active; also: % is scaled to controls: 0 for no effect and ±100 for the full control effect; nearly all actives have a fitted effect of over 60% in size; many of its hits are not listed in these tables
#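 HEK293T cells stably expressing RXFP1 were pretreated with the PDE4 inhibitor Ro 20174, exposed to compounds for 30 min at 37C, lysed, and cAMP was read by TR-FRET. Data normalized to buffer (basal) and 29 nM porcine relaxin (100%).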
# Vif-APOBEC3G blk – Vif-A3G binding inhibition. Q9HC16. HeLa A3G-eYFP + Vif (tagged APOBEC3G with the HIV-1 protein that degrades it), YFP fluorescence, overnight. Potency, µM (titrated, usually from 46.1 µM), without a hit: at the highest dose activity, negative = active, usual class: inhibitors. 0.076% of 410,000 active. AID 602310;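 also: % is scaled to controls: 0 for no effect and ±100 for the full control effect; nearly all actives have a fitted effect of over 60% in size; hits raise eYFP signal because A3G escapes Vif-driven loss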
# Target sequence (Q9HC16 whole entry, looked up): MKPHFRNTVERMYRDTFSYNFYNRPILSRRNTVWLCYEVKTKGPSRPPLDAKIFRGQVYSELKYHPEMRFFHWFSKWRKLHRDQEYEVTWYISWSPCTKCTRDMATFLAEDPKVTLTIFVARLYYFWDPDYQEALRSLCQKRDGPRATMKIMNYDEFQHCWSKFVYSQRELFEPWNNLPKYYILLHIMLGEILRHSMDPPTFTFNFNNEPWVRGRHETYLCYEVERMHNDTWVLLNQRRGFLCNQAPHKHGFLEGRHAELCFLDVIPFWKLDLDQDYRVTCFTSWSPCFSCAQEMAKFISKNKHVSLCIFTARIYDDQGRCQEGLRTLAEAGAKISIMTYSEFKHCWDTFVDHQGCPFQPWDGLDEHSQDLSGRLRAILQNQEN
#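 Read-out is eYFP fluorescence (Ex 488/Em 500-530) from Vif-expressing HeLa A3G-eYFP cells; more signal means A3G escaped Vif-mediated degradation. Cells plated overnight, compound pinned in, incubated overnight at 37 deg C.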
# RGS4 inh – human RGS4 inhibition. P49798. Transcreener GDP fluorescence polarization, RGS4-accelerated GTP hydrolysis. Potency, µM (series often up to 114 µM), inactives show top-dose activity change, negative = inhibition, most hits filed as inhibitors. 0.039% of 390,000 active. AID 504845; also: % is scaled to controls: 0 for no effect and ±100 for the full control effect; nearly all actives have a fitted effect of over 75% in size; some results filed as inactive show a strong effect at the top dose
#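 MLSMR compounds (23 nl, pin-transferred) preincubated 10 min at room temperature with a 500nM (2x) first reagent, then RGS4 at 900nM (2x) plus Transcreener GDP mix added; fluorescence polarization (620/688 nm) read before and after 90 min at 30 °C.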
# Vif-APOBEC3F blk – blocks the Vif interaction with APOBEC3F | HeLa A3F-eYFP + Vif (tagged APOBEC3F with the HIV-1 protein that degrades it), YFP fluorescence increase | Potency, µM (series often up to 46.1 µM), inactives show top-dose activity, negative = active | 0.2% of 390,000 active | AID 602313; also: % of control where 0% means no effect; nearly all actives have a fitted effect of over 65% in size
#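 HeLa cells stably expressing A3F-eYFP plus Vif, plated and incubated overnight at 37 deg C, then exposed to compounds overnight at 37 deg C. Blocked degradation read as raised yellow fluorescence (Ex 488/Em 500-530).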
# IDH1 R132H inh – human IDH1 R132H inhibition. O75874. IDH1-R132H enzyme, NADPH consumption, diaphorase/resazurin fluorescence. Potency, µM (top dose mostly 76.6 µM), for inactives: top-dose activity change, negative = inhibition, most hits filed as inhibitors. 0.093% of 390,000 active. AID 602179; also: % is scaled to controls: 0 for no effect and ±100 for the full control effect; nearly all actives have a fitted effect of over 65% in size
#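 IDH1-R132H (0.5 ug/mL dispensed) in pH 7.5 Tris buffer was preincubated 30 min with compound, then given a substrate mix of 0.016 mM NADPH and 2 mM alpha-KG for 80 min at room temperature; remaining NADPH was read by diaphorase/resazurin fluorescence.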
# 12-LOX inh – blocks human arachidonate 12S-lipoxygenase; purified 12hLO, xylenol orange hydroperoxide absorbance; Potency, µM (doses to about 108 µM), for inactives: top-dose activity change, negative = inhibition, usual class: inhibitors; 1.1% of 580,000 active; also: % is scaled to controls: 0 for no effect and ±100 for the full control effect
# Target sequence (P18054 whole entry, looked up): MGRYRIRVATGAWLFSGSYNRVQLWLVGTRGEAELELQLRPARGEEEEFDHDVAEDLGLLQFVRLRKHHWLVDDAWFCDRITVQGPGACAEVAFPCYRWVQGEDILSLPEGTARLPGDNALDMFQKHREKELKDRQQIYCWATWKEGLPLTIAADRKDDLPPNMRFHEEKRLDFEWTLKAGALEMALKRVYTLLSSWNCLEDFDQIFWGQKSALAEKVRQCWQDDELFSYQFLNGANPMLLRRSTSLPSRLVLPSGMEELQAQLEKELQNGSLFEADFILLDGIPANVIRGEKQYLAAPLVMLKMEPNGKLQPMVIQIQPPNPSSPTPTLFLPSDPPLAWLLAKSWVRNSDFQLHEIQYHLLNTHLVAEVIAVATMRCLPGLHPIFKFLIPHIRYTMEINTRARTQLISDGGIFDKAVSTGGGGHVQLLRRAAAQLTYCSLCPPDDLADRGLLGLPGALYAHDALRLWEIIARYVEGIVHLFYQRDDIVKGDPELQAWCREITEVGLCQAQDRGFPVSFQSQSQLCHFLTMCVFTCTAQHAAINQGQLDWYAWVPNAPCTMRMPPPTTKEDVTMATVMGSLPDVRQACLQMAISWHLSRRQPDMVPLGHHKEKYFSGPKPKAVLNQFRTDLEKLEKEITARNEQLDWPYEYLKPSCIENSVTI
#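 Purified human 12hLO at 150 nM in 25 mM Hepes, 0.01% Triton X-100, pH 7.0, preincubated 15 min at room temperature with compound. Reaction started with 40 uM arachidonic acid, 30 min at room temperature. Hydroperoxide measured by Fe-xylenol orange, 573/405 nm absorbance ratio.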
# TrxR1 inh – inhibitors of rat thioredoxin reductase 1. 1% of 390,000 active. recombinant rTrxR1, NADPH fluorescence consumption, selenite substrate. O89049. AID 588453. Potency, µM (series often up to 114 µM), without a hit: at the top dose activity change, negative = inhibition, most hits filed as inhibitors; also: % is scaled to controls: 0 for no effect and ±100 for the full control effect; nearly all actives have a fitted effect of over 65% in size
#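 Rat TrxR1 (90 nM in the dispensed reagent) was pre-reduced with 400 uM NADPH for 5 min at room temperature, then incubated with compound for 15 min. After 400 uM selenite was added, NADPH fluorescence (Ex 340/Em 450 nm) was followed for 8 min.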
# USP1 inh – USP1/UAF1 (human) deubiquitinase inhibition. recombinant USP1/UAF1, Ub-Rhodamine cleavage fluorescence. Potency, µM (series often up to 57.1 µM), without a hit: at the top dose activity change, negative = inhibition, usual class: inhibitors. 0.23% of 390,000 active. AID 743255; also: % is scaled to controls: 0 for no effect and ±100 for the full control effect; nearly all actives have a fitted effect of over 60% in size; inactives centre near -12
#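 Step one: compound is pinned into 1nM USP1/UAF1 in HEPES pH 7.8 buffer with TCEP. Step two: 15 min room-temperature incubation. Step three: Ub-Rho (150nM final) starts cleavage, tracked by fluorescence over six one-minute reads.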
# TrxR1 substrate – is turned over as a substrate by rat TrxR1 | purified TrxR1 substrate turnover, NADPH consumption readout | Potency, µM (doses to about 114 µM), inactives show at the top dose activity change, negative = substrate turnover | 0.01% of 390,000 active | AID 588456; also: % is scaled to controls: 0 for no effect and ±100 for the full control effect; nearly all actives have a fitted effect of over 50% in size
#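 Rat TrxR1, dispensed at 90 nM, was prereduced with 400 uM NADPH (final) for 5 min at ~22 deg C, then incubated with compound 15 min before 400 uM selenite. A first-read NADPH fluorescence drop versus no-compound background flagged substrates.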
# Active calls of the source: *; i = inactive; ? = inconclusive; · = no result given; [ ] = dose if it differs, or a comment. Calls follow the shape of the dose curve; as a rule, active = well fitted curve in the direction sought with a large enough effect; inconclusive = small, poorly fitted or top-dose-only effect, or another doubt; inactive = no such curve, though single readings can be large; an effect the other way counts as inactive or inconclusive. Potency is read from the fitted curve at half-maximal effect.
# Values run as follows: RXFP1 agonist	Vif-APOBEC3F blk	TrxR1 substrate	IDH1 R132H inh	TrxR1 inh	Vif-APOBEC3G blk	12-LOX inh	USP1 inh	RGS4 inh
(1) CCCCOc1ccc(C(=O)NCC(=O)OCC(=O)c2c(N)n(C)c(=O)n(C)c2=O)cc1
 : ·	5%	3%	0%	13%[57.1 µM]	-1%	-6%	-17%	3%
(2) O=S(=O)(c1ccc(Br)cc1)N1CCCN(Cc2cccc(F)c2)CC1
 : 0.3%	4%	-7%	2%	-9%	-5%	-6%	-7%	-13%
(3) Cc1cc(C)c2cc3c(N)c(C(=O)N4CCc5ccccc5C4)sc3nc2c1
 : 8.8%	?	7%	2%	-7%	?	-62%	-4%	-15%
(4) CCOc1cccc(NC(=O)C2CC(=O)N(c3ccc(F)cc3)C2)c1 (configuration not stated)
 : 1.8%	2%	9%	12%	11%	3%	-17%	-19%	4%[11.4 µM]
(5) COc1ccc(NC(=O)c2noc3c2CCCCC3)cc1
 : -0.1%	-12%	-14%	-2%	-15%	-3%	15%	-9%	5%[11.4 µM]
(6) Cc1cc(C)cc(NC(=O)COc2coc(CN3CCc4ccccc4C3)cc2=O)c1
 : -0.7%	-3%	0%	5%	1%	-11%	-1%	-20%	-25%
(7) Cc1cc(C)cc(Oc2coc3cc(OCC(=O)NC4CCCCC4)ccc3c2=O)c1
 : -2.1%	-8%	16%	11%	31%	1%	-10%	-5%	6%
(8) NCCCNC(=O)c1ccc(/C=N/O)nc1
 : -0.2%	-14%	4%[57.1 µM]	3%	10%[57.1 µM]	1%	0%	-3%	3%
(9) COc1ccc(Cc2nc3ccc(C(=O)NCC4CCOCC4)cc3o2)cc1OC
 : 2.0%	-7%	0%	4%	-5%	-2%	-7%	-7%	4%
(10) O=C1CCC(C(=O)N(CCO)Cc2ccccc2)CN1CC1CCCCC1 (configuration not stated)
 : 0.5%	-13%	0%	5%	10%	2%	1%	-5%	-11%
(11) C=CCn1c(SCC(=O)N(C)c2c(N)n(Cc3ccccc3)c(=O)[nH]c2=O)nnc1-c1ccccc1OC
 : 0.2%	-4%	0%	9%	13%	5%	i	-17%	-20%
(12) COc1ccccc1CC(=O)N1CCN(c2ccccc2)CC1
 : 0.0%	1%	-3%	1%	12%	-5%	-17%	4%	19%
(13) COc1ccc(C2(NC(C)=O)CCN(C(=O)c3cccs3)CC2)cc1
 : 1.1%	2%	-1%	7%	5%[57.1 µM]	-5%	-8%	-26%	7%
(14) O=S(=O)(Cc1ccc(Cl)cc1)Oc1ccc(Cl)cc1
 : ·	7%	3%[57.1 µM]	6%	1%[57.1 µM]	0%	11%	-12%	5%
(15) CCC(=O)c1c[nH]c(C(=O)NCCCN2CCOCC2)c1
 : 2.3%	-2%	-8%[57.1 µM]	6%	13%	1%	182%[activator]	-16%	-23%
(16) Cc1ccc(N(CCC#N)C(=O)CCl)cc1C
 : 2.2%	6%	5%	-8%	?	?	?	-24%	-15%
(17) CCCN(CCC)c1nc2ccccc2nc1C(C#N)C(=O)OCCOC (configuration not stated)
 : 5.7%	7%	3%[57.1 µM]	3%	2%[57.1 µM]	-6%	?	-22%	-14%
(18) Cc1cccc(C(=O)OCC(=O)NC2CCCCCCC2)c1
 : 3.4%	1%	-1%	6%	16%	-11%	6%	-9%	26%
(19) CNc1snc(C)c1C(=O)OC(C)C(=O)NCc1ccccc1 (configuration not stated)
 : 2.5%	9%	2%[57.1 µM]	-3%	8%[57.1 µM]	-1%	-26%	-20%	-12%
(20) Cc1ccc(-n2ncc3c(NCCCOC(C)C)ncnc32)c(C)c1
 : 3.0%	-6%	15%[57.1 µM]	-1%	15%[57.1 µM]	-1%	0%	-1%	-53%
(21) COC(=O)[C@H](CC(C)C)NC(=O)NCc1ccc(Cl)cc1
 : -5.5%	-12%	7%[57.1 µM]	3%	19%	-1%	0%	-8%	21%
(22) Cc1ccccc1CC(=O)Nc1ccc(C(=O)N2CCCC2)cc1
 : 4.6%	8%	1%	-1%	3%	-3%	153%[activator]	-2%	-31%
(23) COCCCNC(=O)CCCN1C(=O)CCn2nc(-c3cn(C)c4ccccc34)cc21
 : -1.4%	3%	2%[57.1 µM]	19%	11%[57.1 µM]	-5%	-28%	-26%	-14%
(24) CCOC(=O)Cc1csc(NC(=O)CCNS(=O)(=O)c2ccc3c(c2)CCC(=O)N3)n1
 : 5.0%	-7%	11%	4%	22%	0%	-5%	-22%	-20%
(25) COc1cc(NC(=O)CN(C)Cc2cccc(F)c2)c(C)cc1[N+](=O)[O-]
 : 3.8%	1%	-8%	2%	-17%	0%	0%	-9%	-39%
(26) CCOc1cc(NC(=O)c2ccco2)c(OCC)cc1NC(=O)CCc1ccccc1OC
 : -0.4%	3%	8%	-1%	-2%	-11%	0%	-22%	3%
(27) COC(=O)C1=C(C)NC(C)=C(C(=O)OC)C1C(=O)OCC(=O)N1CCCCC1C (configuration not stated)
 : -0.2%	-20%	9%	8%	18%	-6%	2%	-4%	23%
(28) CC1CCN(C(=O)CCC(=O)Nc2nnc(C(F)(F)F)s2)CC1
 : -0.5%	3%	3%	6%	7%	-5%	·	-17%	-3%
(29) Cc1cc(C)c(C#N)c(SCS(=O)c2ccc(C(C)(C)C)cc2)n1 (configuration not stated)
 : 4.9%	-2%	4%	1%	7%	-1%	-21%	-15%	3%
(30) CC(OC(=O)Cc1c[nH]c2ccccc12)C(=O)Nc1ccccc1F (configuration not stated)
 : 0.0%	4%	-9%	9%	-2%	-1%	-4%	-1%	12%
(31) Cc1nnc(N)s1
 : 1.1%	-2%	7%	-4%	21%	1%	67%[activator]	-14%	3%
(32) COc1cc(-c2oc3cc(O)cc(O)c3c(=O)c2O)ccc1O
 : ·	·	-7%	·	-1%	-8%	·	·	14%
(33) O=C1CN(C(=S)Nc2ccccc2Cl)CCN1
 : 2.0%	-6%	-1%	3%	2%	-1%	-1%	6%	8%
(34) CC(=O)Nc1ccc(SCC(=O)c2cc(C)n(-c3ccccc3)c2C)cc1
 : 0.0%	-14%	-4%	-5%	11%	2%	8%	4%	10%
(35) Cc1ccc(C(=O)Nc2cccc([N+](=O)[O-])c2)cc1S(=O)(=O)Nc1ccc(NC(=O)c2ccccc2)cc1
 : -0.7%	14%	-8%	5%	-11%	0%	-21%	-16%	-30%
(36) CC(CCc1ccccc1)NC(=O)c1cc2sccc2n1C (configuration not stated)
 : 0.0%	9%	4%[57.1 µM]	9%	13%	-3%	-15%	-9%	10%

# 12 of the compounds above, with tabs.
entry	smiles	RXFP1 agonist	Vif-APOBEC3F blk	TrxR1 substrate	IDH1 R132H inh	TrxR1 inh	Vif-APOBEC3G blk	12-LOX inh	USP1 inh	RGS4 inh
11	C=CCn1c(SCC(=O)N(C)c2c(N)n(Cc3ccccc3)c(=O)[nH]c2=O)nnc1-c1ccccc1OC	0.2%	-4%	0%	9%	13%	5%	i	-17%	-20%
12	COc1ccccc1CC(=O)N1CCN(c2ccccc2)CC1	0.0%	1%	-3%	1%	12%	-5%	-17%	4%	19%
13	COc1ccc(C2(NC(C)=O)CCN(C(=O)c3cccs3)CC2)cc1	1.1%	2%	-1%	7%	5%[57.1 µM]	-5%	-8%	-26%	7%
14	O=S(=O)(Cc1ccc(Cl)cc1)Oc1ccc(Cl)cc1	·	7%	3%[57.1 µM]	6%	1%[57.1 µM]	0%	11%	-12%	5%
15	CCC(=O)c1c[nH]c(C(=O)NCCCN2CCOCC2)c1	2.3%	-2%	-8%[57.1 µM]	6%	13%	1%	182%[activator]	-16%	-23%
16	Cc1ccc(N(CCC#N)C(=O)CCl)cc1C	2.2%	6%	5%	-8%	?	?	?	-24%	-15%
17	CCCN(CCC)c1nc2ccccc2nc1C(C#N)C(=O)OCCOC (configuration not stated)	5.7%	7%	3%[57.1 µM]	3%	2%[57.1 µM]	-6%	?	-22%	-14%
18	Cc1cccc(C(=O)OCC(=O)NC2CCCCCCC2)c1	3.4%	1%	-1%	6%	16%	-11%	6%	-9%	26%
19	CNc1snc(C)c1C(=O)OC(C)C(=O)NCc1ccccc1 (configuration not stated)	2.5%	9%	2%[57.1 µM]	-3%	8%[57.1 µM]	-1%	-26%	-20%	-12%
20	Cc1ccc(-n2ncc3c(NCCCOC(C)C)ncnc32)c(C)c1	3.0%	-6%	15%[57.1 µM]	-1%	15%[57.1 µM]	-1%	0%	-1%	-53%
21	COC(=O)[C@H](CC(C)C)NC(=O)NCc1ccc(Cl)cc1	-5.5%	-12%	7%[57.1 µM]	3%	19%	-1%	0%	-8%	21%
22	Cc1ccccc1CC(=O)Nc1ccc(C(=O)N2CCCC2)cc1	4.6%	8%	1%	-1%	3%	-3%	153%[activator]	-2%	-31%

# Some of the compounds tested; rates above refer to the full screens.
